PI5P4K alpha inh – inhibitors of human PI5P4K alpha; P48426; actives 1.2% (n = 330,000); max response, %; PI5P4Kalpha enzyme, ADP-Glo luminescence, 60 min; active compounds read low; active = max response of -50% or lower; inconclusive = between -30% and -50%; inactive = -30% or higher; note: value at the top dose of about 77 µM; % is set by controls: 0 for no effect and ±100 for the full control effect
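Luminescence from ADP-Glo served as readout of PI5P4Kalpha activity in a qHTS format. Reaction: enzyme, substrate, compound, ATP at 5 microM final, 60 min at RT.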
EPAC1 ag – EPAC1 (human) agonism; O95398; EPAC1 agonist qHTS, biochemical assay; response scale: 100% = response to 6.5 mM cAMP; Potency, µM (titrated, usually from 154 µM), without a hit: top-dose activation, usual class: activators; actives 0.073% (n = 360,000); AID 720707; note: potency is the fitted concentration of half-maximal effect; nearly all actives have a fitted effect of over 60% in size
Target sequence (O95398 whole entry, looked up): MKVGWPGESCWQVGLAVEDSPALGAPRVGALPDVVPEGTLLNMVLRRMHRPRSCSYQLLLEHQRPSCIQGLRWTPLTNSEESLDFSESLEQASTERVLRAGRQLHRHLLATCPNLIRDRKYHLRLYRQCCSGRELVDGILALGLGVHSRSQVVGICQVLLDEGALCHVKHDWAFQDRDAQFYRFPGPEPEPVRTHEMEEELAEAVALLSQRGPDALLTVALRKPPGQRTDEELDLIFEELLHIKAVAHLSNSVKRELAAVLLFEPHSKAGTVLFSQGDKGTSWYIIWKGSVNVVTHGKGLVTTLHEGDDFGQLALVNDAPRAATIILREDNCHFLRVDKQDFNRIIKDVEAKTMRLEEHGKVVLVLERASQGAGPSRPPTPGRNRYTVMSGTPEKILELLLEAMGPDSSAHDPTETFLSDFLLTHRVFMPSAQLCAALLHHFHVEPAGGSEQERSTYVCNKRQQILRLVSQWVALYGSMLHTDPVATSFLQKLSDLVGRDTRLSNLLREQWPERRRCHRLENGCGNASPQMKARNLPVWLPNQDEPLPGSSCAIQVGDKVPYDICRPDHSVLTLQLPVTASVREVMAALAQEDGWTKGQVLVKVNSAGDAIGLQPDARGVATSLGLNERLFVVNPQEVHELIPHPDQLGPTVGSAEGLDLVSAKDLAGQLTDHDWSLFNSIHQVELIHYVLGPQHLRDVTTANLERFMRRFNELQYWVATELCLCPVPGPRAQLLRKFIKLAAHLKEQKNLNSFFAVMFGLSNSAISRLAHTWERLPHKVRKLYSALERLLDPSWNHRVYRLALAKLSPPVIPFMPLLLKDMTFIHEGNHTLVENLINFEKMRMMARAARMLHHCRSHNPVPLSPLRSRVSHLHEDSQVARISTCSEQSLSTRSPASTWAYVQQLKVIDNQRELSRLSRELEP
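Read-out is the fluorescence drop as BODIPY-GDP leaves Rap1B (480 nm excitation, 540 nm emission), recorded every 5 minutes over 30 minutes. Reactions held 100 nM EPAC1, 250 nM Rap1B–BODIPY-GDP and 50 uM GDP, with 6.5 mM cAMP setting full activation.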
GLP1R ag – activates the human GLP-1 receptor. actives 0.007% (n = 380,000). P43220. HEK293 GLP-1R CRE-luciferase, luminescence, 4-6 h; cells express a hypersensitive GLP-1R form. Potency, µM (top dose mostly 45.6 µM), without a hit: at the top dose activation, usual class: activators; note: potency is the fitted concentration of half-maximal effect; % of control where 0% means no effect
PTHR1 ag – PTHR1 (human) receptor agonism; HEK293 GP2 PTHR1 cells, GloSensor cAMP luminescence, 1 h; Q03431; actives 0.075% (n = 410,000); Potency, µM (series often up to 115 µM), without a hit: at the top dose activation, most hits filed as activators; AID 743266; note: potency is the fitted concentration of half-maximal effect; nearly all actives have a fitted effect of over 55% in size; some results filed as inactive show a strong effect at the top dose; inactives centre near -15; many of its hits are not listed in these tables
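HEK-293-derived GP2 cells expressing PTHR1 and a GloSensor cAMP reporter, 3,000/well, plated overnight, given luciferin plus IBMX (each 0.5 mM as added) for 1 h at 37 °C, then compound for 1 h at 37 °C. Luminescence was read after 15 min at room temperature.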
GLP1R inv ag – acts as inverse agonist at human GLP-1 receptor; HEK293 GLP-1R CRE-luciferase, luminescence, 24 h; GLP-1R form is constitutively active; actives 1.6% (n = 410,000); P43220; Potency, µM (highest dose often 38.3 µM), without a hit: top-dose activity change, negative = inhibition, usual class: inhibitors; note: potency is the fitted concentration of half-maximal effect; % is set by controls: 0 for no effect and ±100 for the full control effect; nearly all actives have a fitted effect of over 55% in size
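Assay principle: reduced luminescence from a cAMP-responsive reporter in HEK293 cells co-expressing a constitutively active GLP-1R. Conditions: 24 hr compound incubation, 37 deg C, 5% CO2.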
IL-2 act – activators of IL-2; actives 0.065% (n = 360,000); activation, % (series mostly up to about 46 µM); IL-2 activation reporter assay, cell-based qHTS; stimulated with anti-CD3/CD4/CD28 beads; in transgenic mouse T cells; AID 652025; in the data active = activation above about 50%; inconclusive = mostly about 30% to 49%; note: 0% is about no effect
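Screening format: compound pinned onto unstimulated transgenic mouse T cells, 60 min incubation, then anti-CD3/anti-CD4/anti-CD28 bead stimulation for 18 hours at 37 degrees C, followed by EGFP and DsRed detection.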
PLK1 PBD block – inhibitors of human PLK1 polo-box domain binding; Plk1 PBD binding of FITC phosphopeptide, fluorescence polarization; Potency, µM, for the others: max response, negative = inhibition, hits mostly inhibitors; P53350; actives 2.8% (n = 360,000); note: potency is the fitted concentration of half-maximal effect; series mostly up to about 57 µM; % is set by controls: 0 for no effect and ±100 for the full control effect; nearly all actives have a fitted effect of over 65% in size
HEK293 tox – cytotoxicity counter-screen for GLP-1 receptor inverse agonists. HEK293 cAMP-luciferase reporter cells, luminescence, 24 h. Potency, µM (top dose mostly 38.3 µM), for the others: at the highest dose activity change, negative = inhibition, hits mostly inhibitors. actives 0.13% (n = 410,000);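 note: loss of luciferase light is scored as toxicity; potency is the fitted concentration of half-maximal effect; % is set by controls: 0 for no effect and ±100 for the full control effect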
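Step one: seed cells (200 cells/uL, DMEM with 10% Nu serum, 1% pen-strep). Step two: 12-hour incubation at 37 deg C. Step three: pin 23 nL compound, incubate 24 hr. Step four: add luciferase reagent, read luminescence 12 min later.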
EPAC1 antag – EPAC1 (human) antagonism. EPAC1 GEF assay, Rap1b-BODIPY-GDP exchange fluorescence. actives 0.14% (n = 360,000). O95398. Potency, µM (top dose mostly 115 µM), inactives show top-dose activity change, negative = inhibition, usual class: inhibitors;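 note: potency is the fitted concentration of half-maximal effect; plate controls were vehicle for no effect and positive control for full effect; nearly all actives have a fitted effect of over 50% in size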
* marks the source's active call; other numbers are inactive results; i = inactive; ? = inconclusive; nt = not tested or not shown; [ ] = dose if it differs, or a comment. Unless noted, calls come from the whole dose curve; as a rule, active = well fitted curve in the direction sought with a large enough effect; inconclusive = small, poorly fitted or top-dose-only effect, or another doubt; inactive = no such curve, though single readings can be large; an effect the other way counts as inactive or inconclusive. Only part of the results is shown. The share of hits here may be higher or lower than overall.

SMILES	PI5P4K alpha inh	EPAC1 ag	GLP1R ag	PTHR1 ag	GLP1R inv ag	IL-2 act	PLK1 PBD block	HEK293 tox	EPAC1 antag
CC1CCc2sc(C(=O)N3CCN(c4ncccn4)CC3)cc2C1 (stereo not given)	-10	0%	-1%	i	5%	-4.3	-25%	4%	5%
O=[N+]([O-])c1ccccc1/C=C/C=N/n1c(-c2ccc(Cl)cc2)n[nH]c1=S	-17	6%	-9%	i	-19%	3.5	?	2%	-18%
COc1ccc(C(C)(C)NC(=O)C2CCC(=O)N(C3CCCC3)C2)cc1OC (stereo not given)	-9	-3%	-18%	i	19%	-2.7	3%	-11%	2%
N#Cc1c(-c2cccnc2)c2c([nH]c1=O)-c1ccccc1OC2	-59*	5%	-3%	i	15%	1.2	-3%	nt	3%
CC(=O)c1ccc(OCCCC(=O)NNC(=O)c2ccccn2)cc1	-9	-2%	0%	-93%[inhibitor]	-26%	0.1	0%	2%	-2%
COc1ccc(/C=N\NC(=O)c2ccc(=O)[nH]n2)cc1O	6	-4%	1%	i	27%	-1.4	-11%	-4%	-29%
CCN1CC(CN(C)Cc2nc(-c3ccc(C(F)(F)F)cc3)oc2C)CC1=O (stereo not given)	-1	-14%	8%	-66%[inhibitor]	?	0.0	-20%	6%	-3%
Cc1ccc(C(=O)Nc2nc3c(s2)CCCC3)o1	-10	-9%	-15%	-10%[57.5 µM]	?	-1.3	-10%	-14%	15%
Cc1nn(-c2ccccc2)c(C)c1C(=O)OC(C)C(=O)NC1CCCCC1C (stereo not given)	7	10%	13%	-22%	?	0.0	-9%	0%	-8%
O=C(NC1CCCc2ccccc21)N[C@@H](Cc1ccccc1)C(=O)O (stereo not given in full)	8	3%	6%	i	-5%	0.7	2%	0%	-6%
CCOC(=O)c1cnc2ccc(OCC)cc2c1N1CCN(c2ccccc2)CC1	13	11%	0%	-1%[57.5 µM]	8.9µM*	-0.5	-8%	-23%	-24%
O=C(C=NNc1ccccc1)c1ccccc1	0	9%	18%	-26%	?	0.2	0%	-20%	-6%
N#Cc1c(Cl)nsc1NCCN1CCOCC1	0	2%	-3%	i	?	-2.1	-11%	-20%	-2%
COC(=O)[C@@H](Cc1c[nH]c2ccccc12)NC(=O)CCC(=O)c1ccc(F)cc1	-19	-2%	1%	i	-15%	8.4	-15%	-4%	0%
CC1C/C(=N\NC(=O)c2ccc([N+](=O)[O-])cc2)CC(C)(C)C1 (stereo not given)	-1	-1%	-6%	i	-3%	-0.5	-5%	-14%	-10%
O=C(NC12CC3CC(CC(C3)C1)C2)c1ccco1	3	10%	0%	i	?	0.4	3%	0%	-4%
Cc1cc(C(=O)N2CCCC(N3CCN(c4ccc(F)cc4)CC3)C2)no1 (stereo not given)	-5	8%	-7%	-8%	4%	-4.8	-6%	-2%	-12%
O=C(Nc1ccccc1)C1=C[C@@H](c2ccc(Br)cc2)C[C@@H](OCc2ccc(CO)cc2)O1	22	2%	4%	-19%	?	-0.6	-1%	10%	2%
O=[N+]([O-])c1cccc(-c2ccc3nnc(SCc4ccccn4)n3n2)c1	1	4%	4%	i	18%	0.5	24µM*	-4%	4%
CC(=O)O[C@@H]1[C@@H](O)[C@@H](O)[C@H](Oc2c(-c3ccc(O)cc3)oc3c(CC=C(C)C)c(O)cc(O)c3c2=O)O[C@H]1C	-30	-8%	-4%	-21%	-23%	-0.4	0%	-10%	-19%
COc1ccc(O)c(-c2[nH]ncc2C(=O)c2cccc(C)c2)c1	-2	-9%	-4%	i	12%	-2.7	-9%	1%	4%
O=C(COc1ccc2c(-c3ccccc3)cc(=O)oc2c1)N[C@@H](Cc1c[nH]c2ccc(O)cc12)C(=O)O	-1	-7%	13%	-2%	7%	0.8	-9%	-3%	-10%
O=C(N/N=C/c1ccc(-c2ccc(S(=O)(=O)Nc3ncccn3)cc2)o1)c1cc2ccccc2cc1O	-84*	-1%	-7%	i	-23%	0.2	27µM*	0%	13µM*
O=C(NC(Cc1ccccc1)C(=O)O)OCC1c2ccccc2-c2ccccc21 (stereo not given)	-4	-7%	10%	-2%	-12%	0.2	-13%	-2%	-16%
COc1ccc(C(C(=O)NC2CCCCC2)N(CC2CCCO2)C(=O)C2COc3ccccc3O2)cc1OC (stereo not given)	2	2%	6%	14%	-16%	7.6	-1%	-25%	-3%
OCC(O)/C=N/Nc1nc(Nc2ccccc2)nc(Nc2ccccc2)n1 (stereo not given)	-1	2%	5%	i	57%[activator]	-0.9	-1%	-6%	-4%
Cc1cc(NC(=O)c2ccc(Cl)c(S(=O)(=O)N3CCCCC3)c2)no1	3	-11%	6%	-33%[inhibitor]	9%	-2.6	-8%	3%	-11%
CC(C)N(C(=O)Nc1ccc2nccnc2c1)C(C)C	-13	0%	-2%	i	3%	5.8	-1%	62%[activator]	-8%
CCCCNc1nc2c(c(=O)n(Cc3ccc(Cl)c(Cl)c3)c(=O)n2C)n1C	nt	nt	-1%	-30%	?	nt	nt	2%	nt
C[C@]1(C2CCCC2)Cc2cc(OCC(=O)O)c(Cl)c(Cl)c2C1=O	4	-21%	-9%	14%	-19%	0.2	2%	1%	-6%
Cc1cc(C)cc(OCC(=O)Nc2ccccc2C(=O)NCc2ccco2)c1	9	4%	2%	i	?	2.9	-6%	18%	-6%
CC(C)NC(=O)c1cc(-c2ccc(Br)cc2)on1	nt	6%	-14%	-14%[57.5 µM]	1%	-1.3	-7%	-3%	-3%
COc1ccccc1NC(=O)c1csc(-n2nc(C)cc2C(F)(F)F)n1	3	4%	0%	i	0%	0.1	-1%	1%	11%
Cc1ccc(S(=O)(=O)C(CNC(=O)c2c(F)cccc2F)c2ccco2)cc1 (stereo not given)	nt	nt	0%	-19%	-6%	nt	nt	1%	nt
O=C(N/N=C/c1ccc(O)cc1O)c1ccc(NC(=O)C2CCCCC2)cc1	-19	-12%	8%	-13%	?	1.0	2%	8%	-14%
Cc1cc2oc(=O)cc(-c3ccccc3)c2c(C)c1-c1ccc(O)cc1	-20	7%	16%	-16%	-24%	-0.7	-6%	-18%	-3%
CCc1ccc2c(c1)c(=O)c(C(=O)c1ccccc1)cn2CC(=O)Nc1ccc(C)c(Cl)c1	nt	nt	0%	-33%[inhibitor]	0%	nt	nt	-9%	nt
CSCCC(NS(=O)(=O)Cc1ccccc1)C(=O)NNc1ccccc1 (stereo not given)	6	-8%	6%	i	?	-0.6	-4%	-19%	0%
COc1cccc(C(=O)Nc2nnc(SCC(=O)NC3CCCC3)s2)c1	-3	2%	-1%	i	3%	-2.2	-6%	-4%	-17%
COc1ccc(N2CCN(C(=O)CNC(=O)c3nn(-c4ccc(OC)cc4)c(=O)c4ccccc34)CC2)cc1	-7	3%	21%	i	34%[activator]	-0.8	-9%	-2%	2%
CC(=O)Oc1ccc2occ(/C=N/c3cc(=O)[nH]c(=S)[nH]3)c(=O)c2c1	-51*	5%	0%	-7%	-6%	-2.4	5.3µM*	-33%	8%
COc1cc(/C=N/n2c(C)n[nH]c2=S)ccc1OCc1ccccc1	-5	-3%	0%	-10%	3%	0.0	-9%	1%	4%
CCOC(=O)c1cnn(-c2nc(-c3ccc(F)cc3)cs2)c1C(F)(F)F	22	4%	-17%	-10%[57.5 µM]	0%	3.5	-1%	-24%	-20%
O=C(CCC(=O)Nc1ccccc1Cl)NNC(=O)Nc1cccc([N+](=O)[O-])c1	-4	1%	0%	i	-18%	-0.7	-12%	2%	-7%
Cc1ccccc1OCC(=O)OCC(=O)NCc1ccc2c(c1)OCO2	1	-11%	11%	i	11%	0.9	3%	8%	2%

Structures above containing a CF3 group, in the order listed:
SMILES	PI5P4K alpha inh	EPAC1 ag	GLP1R ag	PTHR1 ag	GLP1R inv ag	IL-2 act	PLK1 PBD block	HEK293 tox	EPAC1 antag
CCN1CC(CN(C)Cc2nc(-c3ccc(C(F)(F)F)cc3)oc2C)CC1=O (stereo not given)	-1	-14%	8%	-66%[inhibitor]	?	0.0	-20%	6%	-3%
COc1ccccc1NC(=O)c1csc(-n2nc(C)cc2C(F)(F)F)n1	3	4%	0%	i	0%	0.1	-1%	1%	11%
CCOC(=O)c1cnn(-c2nc(-c3ccc(F)cc3)cs2)c1C(F)(F)F	22	4%	-17%	-10%[57.5 µM]	0%	3.5	-1%	-24%	-20%

Continued:
SMILES	PI5P4K alpha inh	EPAC1 ag	GLP1R ag	PTHR1 ag	GLP1R inv ag	IL-2 act	PLK1 PBD block	HEK293 tox	EPAC1 antag
COc1ccc(C(=O)N2CCNC(=O)C2CC(=O)Nc2ccc(C)cc2)cc1 (stereo not given)	5	-1%	0%	-21%	42%[activator]	1.4	-13%	-1%	-26%
O=C(NC1CCCc2ccccc21)c1ccc(Br)cc1 (stereo not given)	17	-2%	4%	i	?	-0.2	7%	-3%	16%
O=C(Cn1c(=O)oc2ccccc21)NC(=O)NCc1ccccc1	7	0%	-5%	-4%[57.5 µM]	5%	-0.1	-13%	-3%	0%
COc1cccc2c(Cl)c(CCCl)c(C)nc12	2	-10%	-4%	-36%[inhibitor]	?	-2.6	0%	-19%	-4%
COc1ccccc1NC(=O)c1ccc(COc2ccccc2OC)cc1	3	7%	9%	-20%	-23%	-1.8	8%	2%	-5%
O=C(Nc1ccc(C(=O)N2CCCCC2)cc1)Nc1cccc(Cl)c1	6	-8%	-2%	-40%	?	1.4	-1%	-7%	5%
CC1CC(C)CN(C(=O)c2cc(-c3ccccn3)nc3ccccc23)C1 (stereo not given)	0	6%	2%	-2%	?	-2.1	2%	-14%	7%
CN(C)c1ccc(CNC(=O)/C=C/[C@H]2O[C@@H](n3cnc4c(NC(=O)c5ccccc5)ncnc43)[C@H](O)[C@@H]2O)cc1	2	-2%	8%	?	26%	-0.1	-24%	-4%	-21%
Cc1ccc(-c2nc(SCC(N)=O)c(C#N)c3c2CCCC3)cc1	3	0%	3%	-95%[inhibitor]	0%	-1.9	-10%	5%	-5%

Screening data deposited in PubChem BioAssay by National Center for Advancing Translational Sciences (NCATS).
